CD40 NFkB inh: CD40 pathway inhibition in BL2 cells; BL2 NF-kB luciferase reporter, CD40L-induced, 4 h; inhibition, % at 10 µM; actives 0.94% (n = 83,000); AID 1053188;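 active = mean inhibition of at least 50% with a set share of replicates also reaching that level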;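 also: 0% = neutral control wells and 100% = IKK inhibitor VII at 50 µM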
* marks the source's active call; other numbers are inactive results; [ ] = remark or other dose.

Compound,CD40 NFkB inh
COc1ccc(-c2nc(CN3CCC(C(=O)NC4CC4)CC3)c(C)o2)cc1OC,1
COC(=O)c1ccc(S(=O)(=O)NCc2ccco2)n1C,-12
Cc1cccc(NC(=O)COC(=O)CN2C(=O)c3ccccc3C2=O)c1,9
COc1ccc(C(CNC(=O)c2cccc(S(=O)(=O)N3CCCc4ccccc43)c2)N(C)C)cc1 (stereo unspecified),0
CCC(=O)N1CC2(C1)[C@H](c1ccc(-c3cccc(C)c3)cc1)[C@@H](CO)N2S(C)(=O)=O,16[25 µM]
CN(C(=O)COC(=O)/C=C/c1ccc(C(F)(F)F)cc1)c1c(N)n(Cc2ccccc2)c(=O)[nH]c1=O,0
Cc1cccc(OCC(=O)NCC(=O)N/N=C/c2c(C)[nH]c3ccccc23)c1,-57
C[C@H](CO)N1C[C@H](C)[C@H](CN(C)C(=O)NC2CCCCC2)Oc2ccc(NC(=O)Cc3ccccc3)cc2C1=O,-3[25 µM]
COc1ccc(OC)c(C(=O)COC(=O)c2[nH]c(C)c(C(C)=O)c2C)c1,-7
CS(=O)(=O)N(Cc1ccccc1)c1ccc(C(=O)NCc2cccnc2)cc1,6
Cc1cc(C(F)(F)F)nn1CC(=O)NNC(=S)NCC(C)C,6
CCCCNS(=O)(=O)c1ccc2c(c1)oc(=O)n2CC(=O)OCC,6

Compound,CD40 NFkB inh
N#C[C@@H]1[C@H](c2ccccc2-c2cccc(F)c2)[C@H](CO)N1C(=O)C1CCCC1,1
NCCN=C1NS(=O)(=O)c2ccccc21,15
COC(=O)c1c(C(=O)OC)c2n(c1C)CCS2,-2
C[C@@H]1CN([C@@H](C)CO)C(=O)CCCn2cc(nn2)CO[C@H]1CN(C)C(=O)Nc1ccc(N2CCN(C)CC2)cc1,-9
OCCN1CCN(Cc2cc(Cl)c3cccnc3c2O)CC1,3
Cc1cc(-n2nc(C)cc2C)nc(NS(=O)(=O)c2ccccc2)n1,5
COc1ccc(-c2onc(C)c2-c2cscn2)c(O)c1,5
Cc1cc(C)c(NC(=O)CN2CCN3CCCC3C2)c(C)c1 (stereo unspecified),-7
CC(C)NC(=O)CCCOc1ccc(Cl)cc1Cl,-24
COc1ccc(OC)c(Cc2nnc(CCC(=O)NC3CCCCCCC3)o2)c1,-69
Cc1c(C(=O)NCc2cccnc2)oc2c1C(=O)CC(C)(C)C2,7
O=C(Nc1ccccc1)N1CCN(c2nc3ccccc3s2)CC1,0

Compound,CD40 NFkB inh
CN1CCN(c2ccccc2NC(=O)c2ccc(N3CCCCC3)c([N+](=O)[O-])c2)CC1,-5
Cc1cc(OCC(=O)NCCCN(C)C)cc(C)c1Br,7
O=C(C1CCOCC1)N1C[C@H]2[C@@H](c3ccccc31)[C@@H](CO)N2C(=O)Cc1ccccn1,5[25 µM]
COc1ccc(CNC(=O)c2cc3c(c(-c4cccc(-c5ccc(C#N)cc5)c4)n2)[C@H](CCO)N([S@@](=O)C(C)(C)C)C3)cc1,1[25 µM]
COc1cccc(NC(=O)N[C@H]2C=C[C@@H](CC(=O)NCc3ccncn3)O[C@H]2CO)c1,3[25 µM]
O=C(c1cnn2c(C(F)F)cc(C3CC3)nc12)N1CCc2ccccc2C1,6
CN(C(=O)C1Cc2c(-c3ccc(Cl)cc3)ccnc2O1)c1ccccc1 (stereo unspecified),10
CC(NC(=O)C1CCN(C(=O)c2ccc(F)cc2)CC1)c1ccc(S(N)(=O)=O)cc1 (stereo unspecified),5
COc1ccc2cc(C(C)C(=O)N3CCC(C(N)=O)CC3)ccc2c1 (stereo unspecified),14
CN(C)c1ccc(SC#N)cc1,5
O=S(=O)(c1ccc(SCc2ccccc2)nc1)N1CCCCCC1,-10
Cc1cc(C)n(-c2nc(NCc3cccnc3)c3c4c(sc3n2)COC(C)(C)C4)n1,24

Compound,CD40 NFkB inh
C[C@@H]1CN([C@H](C)CO)C(=O)c2c(c3ccccc3n2C)-c2ccccc2CO[C@H]1CN(C)C(=O)Nc1ccc2c(c1)OCO2,30[25 µM]
CCC1CCc2c(sc(NC(=O)c3ccoc3C)c2C(N)=O)C1 (stereo unspecified),-64
Cc1ccc(S(=O)(=O)/N=C/c2ccco2)cc1,6
COc1ccc(C(=O)N[C@H](C(=O)OCn2nnc3ccccc3c2=O)C(C)C)cc1,4
Cc1ccc(NC(=O)c2nnn(CC(=O)Nc3ccc4c(c3)OCO4)c2N)cc1C,-20
CCOc1cc(/C=N/n2c(C)nc3sc(C)c(C)c3c2=O)ccc1O,-2
Cn1cc(CN(CCO)Cc2cccs2)c(-c2cccc(Cl)c2)n1,8
CN1C(=O)c2cc(NC(=O)Cc3cccs3)ccc2OC[C@H]2O[C@@H](CC(=O)NCc3ccc(-c4ccccc4)cc3)CC[C@@H]21,-6[25 µM]
CNC(=O)c1ccsc1NC(=O)C1CCCN1S(=O)(=O)c1cccs1 (stereo unspecified),-18
Cc1ccc(C(=O)OCN2C(=O)c3ccccc3C2=O)cc1S(=O)(=O)N1CCOCC1,-6
OC(c1ccc(F)c(F)c1)c1nc(-c2ccc3ccccc3c2)cs1 (stereo unspecified),-21
Fc1ccc(CN2CCN(C(=S)NCCc3ccccc3)CC2)c(Cl)c1,-7

Entries from the list above containing a furan ring, fused or not (4):
Compound,CD40 NFkB inh
COC(=O)c1ccc(S(=O)(=O)NCc2ccco2)n1C,-12
Cc1c(C(=O)NCc2cccnc2)oc2c1C(=O)CC(C)(C)C2,7
CCC1CCc2c(sc(NC(=O)c3ccoc3C)c2C(N)=O)C1 (stereo unspecified),-64
Cc1ccc(S(=O)(=O)/N=C/c2ccco2)cc1,6

Next section.
Compound,CD40 NFkB inh
CC(=O)Nc1ccc(S(=O)(=O)NCC(CCC(=O)O)C(F)(F)F)cc1 (stereo unspecified),-4
COc1ccc(C(=O)/C=C/c2cc(C(=O)O)cc3c2OCOC3)c(O)c1,-4
O=c1n(Cc2ccccc2)c2cc(Cl)cnc2n1Cc1ccccc1,11
CN(C(=O)COC(=O)c1sc2ccccc2c1Cl)C1CCCCC1,-9
Cc1cnc(C(=O)OCC(=O)c2cc(C)n(C)c2C)cn1,-6
CC(CNC(=O)c1ccc(N)cc1)NC(=O)c1ccc(N)cc1 (stereo unspecified),2
O=C(CN1CCN(c2ncccn2)CC1)Nc1ccccc1-n1cccc1,-5
CC(=O)N(C)C[C@@H]1Oc2ccccc2C(=O)N(C)C[C@@H]1C,-1
CCOc1ncccc1C(=O)Nc1cc(S(=O)(=O)N2CCCCC2)ccc1C,4
O=C(c1ccccn1)N1C[C@H]2[C@@H](c3ccccc31)[C@@H](CO)N2C(=O)C1CCCCC1,-7[25 µM]
CC(OC(=O)CCN1C(=O)C2CC=CCC2C1=O)C(=O)Nc1cccc(Cl)c1 (stereo unspecified),11
CCOc1ccc(S(=O)(=O)N(C)CC(=O)NC2CCCC2)cc1,26

Compound,CD40 NFkB inh
CCOc1ccc2nc(N3CCCCCC3)sc2c1,3
O=C(O)c1cc(-c2ccc(Cl)s2)[nH]n1,2
O=C(Cc1ccccc1)Nc1ccccc1C(=O)NCC1CCCO1 (stereo unspecified),-13
COC(=O)c1ccc(NC(=S)N2CCCC2)cc1,-7
COCCSc1nnc(NC(=O)c2ccc(NC(=O)C(C)C)cc2)s1,6
C[C@@H]1CN([C@H](C)CO)C(=O)CCCn2nncc2CO[C@@H]1CN(C)CC1CCCC1,-5
CCOC(=O)C1=C(COC(=O)c2ccccc2OC(F)F)NC(=O)NC1C (stereo unspecified),-1
COc1ccc(C(CNC(=O)CSc2ccc(Br)cc2C)N2CCOCC2)cc1 (stereo unspecified),4
O=c1cc[nH]c2ccc(Cl)cc12,7
Cc1onc(COc2ccccc2O)c1Br,0
CCOc1ccc(-c2cc(C(=O)Nc3ccc(F)cc3)[nH]n2)c(C)c1,-39
O=C(Nc1nc2ccc(S(=O)(=O)N3CCCCC3)cc2s1)c1ccncc1,-5

Compound,CD40 NFkB inh
COc1ccccc1NS(=O)(=O)N(C)C,12
O=c1oc(-c2cc3ccccc3o2)nc2sc3c(c12)CCCC3,-45
O=C(Nc1nc(-c2ccncc2)cs1)c1ccco1,-36
Cc1cc(C(=O)COc2cccnc2[N+](=O)[O-])c(C)n1Cc1cccs1,-3
CC1Cc2ccccc2N1S(=O)(=O)c1cccc(C(=O)N2CCCCC2)c1 (stereo unspecified),16
N=c1sc2ccccc2n1-c1ccccc1,-4
O=C(COC(=O)/C=C/c1ccccc1)NCCc1ccc(F)cc1,-2
Cc1ccc(S(=O)(=O)CNC(=S)c2ccc3ccccc3c2)cc1,-12
CC(=O)N1N=C(c2ccco2)CC1c1ccco1 (stereo unspecified),16
COc1nc(C)ccc1-c1noc(-c2ccncc2)n1,-106
N#CC(CCc1ccccc1[N+](=O)[O-])(CCc1ccccc1[N+](=O)[O-])C(N)=O,13
CC1(C(=O)NS(=O)(=O)c2ccc(Cl)cc2)CCN1C(=O)C1CC1 (stereo unspecified),0

Another view of 2 compounds above.
CD40 NFkB inh	Structure
1	COc1ccc(-c2nc(CN3CCC(C(=O)NC4CC4)CC3)c(C)o2)cc1OC
-12	COC(=O)c1ccc(S(=O)(=O)NCc2ccco2)n1C

Following part.
Compound,CD40 NFkB inh
Nc1cc(SCc2ccc([N+](=O)[O-])cc2)ncn1,-15
CCCCC(=O)N(C)c1c(CC)nc2c(OCCC3CCCCC3)cccn12,23
C(=N\n1cnnc1)/c1ccc(N2CCOCC2)s1,-3
Nc1ncc(S(=O)(=O)c2ccc([N+](=O)[O-])cc2)s1,0
COCc1nc(-c2ccc(-c3ccc(OC)cc3)nc2OC)no1,-87
O=C(CCn1c(=O)oc2ccccc21)Nc1ccc2c(c1)OCCO2,-79
Cc1noc2ncnc(N3CCCCC3)c12,5
O=C(c1cccs1)n1nc(-c2cccnc2)nc1NCc1ccco1,-2
CN(CC(=O)O)S(=O)(=O)c1ccc(F)cc1,13
Cc1ccc(C2C(=O)N(C3CCC(C)CC3)CC(=O)N2C2CC2)cc1 (stereo unspecified),13
COC(=O)C1CCN(C(=O)COC(=O)CC(NC(C)=O)c2ccccc2)CC1 (stereo unspecified),14
C[C@H](CO)N1C[C@H](C)[C@@H](CN(C)C(=O)Nc2cccc(C(F)(F)F)c2)OCc2ccccc2-c2ccccc2C1=O,12[25 µM]

3 compounds from above, ordered by their value in CD40 NFkB inh, largest number first.
| mol | CD40 NFkB inh |
| --- | --- |
| NCCN=C1NS(=O)(=O)c2ccccc21 | 15 |
| COC(=O)C1CCN(C(=O)COC(=O)CC(NC(C)=O)c2ccccc2)CC1 (stereo unspecified) | 14 |
| Nc1cc(SCc2ccc([N+](=O)[O-])cc2)ncn1 | -15 |

Next part:
Compound,CD40 NFkB inh
Cn1c2[n+](c3ccc(Cl)cc3c1=O)Cc1ccccc1-2,0
C[C@@H]1CN([C@H](C)CO)C(=O)CCCn2cc(nn2)CO[C@H]1CN(C)S(=O)(=O)c1ccc2ccccc2c1,10[25 µM]
O=C(COc1ccccc1)Nc1nnc(-c2ccccc2)o1,5
COc1ccc(C(=O)NNC(=O)c2ccc(F)c(S(=O)(=O)N3CCOCC3)c2)cc1,16
CS(=O)(=O)c1ccccc1-c1nnc(NC(=O)c2ccc3ncsc3c2)o1,1
COc1ccc(Cn2c(CCC(=O)Nc3ccccc3)nc3cccnc32)cc1,1
CC(=O)c1sc(NC(=O)C2CC(=O)N(Cc3ccccc3)C2)nc1-c1ccccc1 (stereo unspecified),14
CN(CCCN1CCCCC1)C(=O)CCc1nnc(C2CCCCC2)o1,3
COc1ccc2sc(N(CCCN(C)C)C(=O)c3ccc(C(=O)c4ccccc4)cc3)nc2c1,9
C[C@@H]1CN([C@H](C)CO)C(=O)c2cc(N(C)C)ccc2O[C@@H]1CN(C)S(=O)(=O)c1cn(C)cn1,-2[25 µM]
O=c1c2ccccc2ncn1Cc1ccco1,-11
CCCN1CC2(C1)CN(C(=O)CN1CCOCC1)[C@H](CO)c1c2c2ccc(OC)cc2n1C,-23[25 µM]

Compound,CD40 NFkB inh
COc1ccc(NC(C)=O)cc1S(=O)(=O)NC(C)c1ccc(-n2ccnc2)cc1 (stereo unspecified),2
O=C(CN1CCCC1)N1c2ccccc2Sc2ccccc21,1
CO[C@@H](CN(C)Cc1cc(F)ccc1F)[C@H](C)CN([C@H](C)CO)S(=O)(=O)c1ccc(F)cc1,3
Cc1ccc(S(=O)(=O)NCC(=O)OCC(=O)NCc2cccs2)cc1,8
Cc1ccnc2nc(C(=O)Nc3ccc(S(=O)(=O)N4CCCC4)cc3)nn12,-3
COc1ccc(OC)c(CN2CCN(C(=O)c3cccc(S(=O)(=O)Nc4ccc(F)cc4)c3)CC2)c1,6
O=C(NC1CCCC1)N1CC(=O)N2[C@@H](CO)[C@H](c3ccc(-c4cccc(F)c4)cc3)[C@@H]2C1,3
COc1ccc(CCNC(=O)Cn2cnc3ccccc3c2=O)cc1OC,-6
CC=Cc1ccc2n(c1=O)C[C@@H]1[C@@H](CO)[C@H](C(=O)NCCc3cn(C)cn3)[C@H]2N1C(=O)C1CCC1 (mixture of isomers),-3[25 µM]
C[C@H]1CN([C@@H](C)CO)C(=O)CCCn2nncc2CO[C@@H]1CN(C)S(=O)(=O)c1ccc(Oc2ccccc2)cc1,0
O=C(O)c1ccccc1C(=O)Nc1nc(-c2ccccc2)cs1,-5
C[C@@H](C(=O)Nc1ccc(OC(F)F)c(Cl)c1)N1C(=O)C2CC=CCC2C1=O (stereo partly specified),3

Source: PubChem BioAssay (Broad Institute)

A portion of the library, so the mix of outcomes need not match the whole.
